HTR5A ag = counter-screen for OPRM1-OPRD1 agonists: human HTR5A agonism. HTR5A agonist assay, luminescence, cell-based. activation, % at 9.3 µM. actives 0.61% (n = 340,000). P47898; in the data active means activation mostly above about 9.5%, no sharp cut-off; inactive means mostly below about 7.6%;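 further: 0% = cells with vehicle only and 100% = reference agonist; strong numbers were not always called active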
Rtt109 Vps75 = C. albicans Rtt109 histone acetyltransferase inhibition | purified Rtt109/Vps75, ThioGlo CoA-SH fluorescence, 4 h | inhibition, % at 34.9 µM | actives 0.16% (n = 330,000);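 active means inhibition of at least 50% in every replicate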
Target sequence (Q5AAJ8 whole entry, looked up): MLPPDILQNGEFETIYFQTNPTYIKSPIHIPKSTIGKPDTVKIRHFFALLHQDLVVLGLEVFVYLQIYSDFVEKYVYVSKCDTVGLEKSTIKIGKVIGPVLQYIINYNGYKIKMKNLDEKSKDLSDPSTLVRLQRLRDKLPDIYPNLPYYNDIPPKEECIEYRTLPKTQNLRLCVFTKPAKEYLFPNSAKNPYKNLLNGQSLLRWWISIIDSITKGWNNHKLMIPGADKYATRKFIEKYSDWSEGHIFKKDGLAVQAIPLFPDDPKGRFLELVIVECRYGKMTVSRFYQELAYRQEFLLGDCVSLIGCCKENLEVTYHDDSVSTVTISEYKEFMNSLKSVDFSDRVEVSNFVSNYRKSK
SR-BI uptake up = activators of SR-BI mediated HDL lipid uptake | CHO ldlA[mSR-BI] cells, DiI-HDL uptake fluorescence, 3 h; 100 = double the neutral-control signal | activation, % at 12.5 µM | actives 0.096% (n = 320,000) | AID 504775;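 active means mean replicate activation of at least 60% and every replicate at or above 60%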;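 further: 0% = median plate neutral-control signal and 100% = twice that signal; values of inactives mirror those of a sister screen read the other way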
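Assay system: CHO ldlA[mSR-BI] cells, LDL receptor-null, SR-BI overexpressing; medium: Ham's F12 with 0.5% BSA, HEPES 25 mM, pH 7.4; also added: DiI-HDL 10 µg/mL; timing: 3 h uptake period with compound, 37 °C; signal: DiI fluorescence, bottom read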
SR-BI DiI inh = mouse SR-BI HDL lipid transfer inhibition; actives 0.96% (n = 320,000); inhibition, % at 12.5 µM; ldlA[mSR-BI] CHO cells, DiI-HDL uptake fluorescence, 3 h; AID 488896; Q61009;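 active means mean replicate inhibition of at least 70% and a set share of replicates each scoring 70 or more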;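 further: 0% = median of neutral control wells and 100% = median of positive control wells; values of inactives mirror those of a sister screen read the other way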
Target sequence (Q61009 whole entry, looked up): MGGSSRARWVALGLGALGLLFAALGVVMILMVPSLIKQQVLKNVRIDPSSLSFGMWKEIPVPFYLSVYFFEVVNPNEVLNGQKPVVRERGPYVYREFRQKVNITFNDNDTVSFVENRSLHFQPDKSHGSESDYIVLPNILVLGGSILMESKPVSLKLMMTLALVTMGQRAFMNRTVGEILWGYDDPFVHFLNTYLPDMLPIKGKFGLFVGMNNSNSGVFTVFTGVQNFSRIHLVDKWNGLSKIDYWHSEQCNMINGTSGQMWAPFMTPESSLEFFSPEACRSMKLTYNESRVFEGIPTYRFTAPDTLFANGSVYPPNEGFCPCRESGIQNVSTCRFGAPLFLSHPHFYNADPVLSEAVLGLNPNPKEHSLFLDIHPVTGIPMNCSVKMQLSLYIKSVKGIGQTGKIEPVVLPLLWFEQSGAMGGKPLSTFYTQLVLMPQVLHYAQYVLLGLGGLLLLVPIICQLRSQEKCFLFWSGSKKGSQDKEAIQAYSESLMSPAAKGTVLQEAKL
PvdQ inh = P. aeruginosa PvdQ acylase inhibition; actives 0.063% (n = 340,000); inhibition, % at 10 µM; purified PvdQ acylase, fluorescence plate reader; AID 488965; in the data active means inhibition above about 30%, passing the limit was not always enough;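 further: 0% = vehicle neutral wells and 100% = reference inhibitor wells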
CDK5 p35 inh = inhibitors of human CDK5/p35 kinase; Q00535+Q15078; AID 488839; inhibition, % at 10 µM; Recombinant CDK5/p35, ADP-Glo luminescence, 60 min; actives 0.01% (n = 330,000);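 active means highest replicate inhibition of at least 50% and at least 75% of replicates reaching 50%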;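 further: plate controls were DMSO neutral control for no effect and GW8510 at 10 µM for full effect; many of its hits are not listed in these tables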
cardiac RTF act = cardiac RTF calcium sensitization; AID 493008; P19429+P45379; activation, % at 7.2 µM; IANBD-labeled TnC RTF fluorescence at EC20 calcium; 0% EC20 calcium, 100% full calcium; actives 0.24% (n = 340,000);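 active means activation above the mean over all tested compounds plus 3 SD, cut at about 30% in these data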;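 further: rise in fluorescence read as greater calcium sensitivity of cardiac thin filaments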
Wnt act = activates Wnt/beta-catenin signaling in a reporter cell assay. activator, plate reader. activation, % at 9.35 µM. actives 1.2% (n = 300,000). AID 743398; in the data active means activation above about 30%, passing the limit was not always enough;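 further: 0% = neutral control wells and 100% = positive control wells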
dFosB act = enhances mouse delta FosB homodimer DNA binding; activation, % at 25 µM; actives 0.99% (n = 340,000); purified delta FosB, TAMRA-CDK5 oligo fluorescence polarization; percent of positive-control signal above neutral wells; P13346;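 active means mean activation above about 17%, with every replicate also reaching it, limit read from the data, passing the limit was not always enough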;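 further: fluorescence polarization rise as delta FosB binds a TAMRA Cdk5 AP-1 oligo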
MITF act = increases MITF-driven TRPM1 promoter luciferase signal. actives 0.75% (n = 300,000). activation, % at 12.5 µM. SK-MEL-5 TRPM1-promoter luciferase, 24 h; % of positive control, neutral wells = 0;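 active means mean activation of at least 80% with every replicate also reaching 80%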;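 further: 0% = neutral control wells and 100% = parthenolide positive control wells; values of inactives mirror those of a sister screen read the other way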
Active calls of the source: *; / = not tested or not shown.

item	canonical_smiles	HTR5A ag	Rtt109 Vps75	SR-BI uptake up	SR-BI DiI inh	PvdQ inh	CDK5 p35 inh	cardiac RTF act	Wnt act	dFosB act	MITF act
1	Cc1ccc(NC(=O)O/N=C/c2cccc([N+](=O)[O-])c2)cc1	2	1	6	-6	-6	1.3	3	3	-3	28
2	O=C(Nc1ccc2c(c1)OCCO2)c1cccc(S(=O)(=O)N2CCOCC2)c1	-10	11	-35	35	-2	-3.9	2	45*	-5	55
3	O=[N+]([O-])c1cc(Cl)ccc1N1CCN(c2cccc(C(F)(F)F)c2)CC1	1	1	-47	47	0	-0.6	-3	/	0	1
4	O=C(COc1c(CO)cc(Br)cc1CO)NC1CCCc2ccccc21 (stereo not drawn)	3	4	-4	4	6	0.7	3	-1	-2	-14
5	COCc1c(C(=O)NCCOc2ccc(Cl)cc2)oc2ccccc12	-1	3	3	-3	-1	-0.4	-1	-2	-7	1
6	CC(C)(C)C(=O)Nc1ccc(NC(=O)c2ccco2)nc1	1	-7	-4	4	-2	0.6	4	-13	0	-90
7	CCOc1ccc(CN2CCN(Cc3ccon3)CC2CCO)cc1 (stereo not drawn)	-4	25	-12	12	2	0.2	0	/	-4	-13
8	COC(=O)C(Cc1ccccc1)NC(=O)CNS(=O)(=O)c1ccc(Br)cc1 (stereo not drawn)	6	16	31	-31	1	0.4	-2	3	5	5
9	O=C(Nc1c(-c2cccs2)nc2ccccn12)c1ccccc1F	-1	0	4	-4	-13	-1.1	3	-1	0	1
10	COc1ccc(Cc2nc(C(=O)Nc3ccc(OC)cc3)cs2)cc1	4	-4	10	-10	-14	-1.7	-2	4	-10	1
11	Cc1ccc(NS(=O)(=O)c2cc3c4c(c2)CC(=O)N4CCC3)cc1C	1	9	-28	28	-18	-3.4	4	-2	-12	2
12	O=C(N/C(=C/c1ccc(Cl)cc1)c1nc2ccccc2[nH]1)c1ccco1	1	-3	-1	1	2	-1.3	-7	4	-12	7
13	CC(=O)OCCCNc1cc(SCc2ccco2)c2nonc2c1[N+](=O)[O-]	-4	38	-1	1	11	-0.1	4	/	-12	-9
14	COCCn1c(C)c(C(=O)O)sc1=S	0	16	-14	14	10	0.3	-4	/	-1	-5
15	O=c1cc(-c2ccccc2)cc(-c2ccccc2)n1O	10	2	8	-8	0	0.9	4	3	-1	-14
16	Cc1cc(S(=O)(=O)N2CCCCC2)c(C)s1	3	5	-16	16	-14	-0.5	3	2	-5	9
17	CC(C)(C)N1CC(C(=O)Nc2ccc(C#N)cc2)CC1=O (stereo not drawn)	5	3	19	-19	-14	1.2	2	0	-11	1
18	Cc1ccccc1C=Nc1ccccc1C(N)=O	2	-1	37	-37	-2	-1.5	8	4	-3	-15
19	O=[N+]([O-])c1ccc(S(=O)(=O)N/N=C/c2cccs2)cc1	7	4	19	-19	2	0.6	1	/	7	-8
20	CC1(C)OC(=O)N(CCc2ccccc2)C1(C)O (stereo not drawn)	-1	2	41	-41	-12	-1.5	-1	-6	2	-4
21	Cc1nc(Cc2nnc(SC(C)C(=O)Nc3cccc(C#N)c3)o2)cs1 (stereo not drawn)	-9	1	25	-25	-8	-1.0	0	/	2	-7
22	COc1ccc(C(=O)C2CCCN(Cc3ccc4nonc4c3)C2)c(OC)c1 (stereo not drawn)	3	3	0	0	7	1.2	0	-2	-1	4
23	COc1cc(Cl)c(C)cc1NC(=O)COc1ccc(C)nc1[N+](=O)[O-]	-8	5	-41	41	-15	3.5	-7	18	-9	99*
24	Cc1ccc(NC(=O)CSc2ccc3c(c2)OCCO3)nc1	-4	5	21	-21	-9	2.3	2	1	4	0
25	Cc1ccc(OCC(=O)N(Cc2ccco2)c2c(N)n(Cc3ccccc3)c(=O)[nH]c2=O)cc1C	-1	-7	0	0	-17	-0.2	9	-1	9	5
26	COc1cc(NC(=O)CSc2nnc(-c3ccncc3)o2)cc(OC)c1OC	3	-2	4	-4	-5	-1.6	5	3	-3	-1
27	Clc1ccc(-c2ccc(CNCC3CCCO3)o2)cc1 (stereo not drawn)	1	8	12	-12	-7	-0.4	2	2	-15	63
28	CCCSc1nnc(NC(=O)CSc2sc3c(O)cc(=O)[nH]c3c2C#N)s1	-6	18	19	-19	-14	-0.3	1	0	-16	-7
29	COc1ccc(Cc2nnc(NS(=O)(=O)c3ccc([N+](=O)[O-])cc3)s2)cc1	-3	3	-1	1	-4	1.5	0	0	-2	-2
30	COc1ccccc1/C=C/C(=O)Nc1ccc(S(=O)(=O)Nc2cc(C)nc(C)n2)cc1	5	12	-13	13	10	-0.2	-8	-1	-32	-1
31	Cc1ccccc1C(=O)N1CCN(c2ncccn2)CC1	1	7	-4	4	-4	-0.6	3	0	-1	/
32	O=C(NCSc1ccncn1)c1ccccc1	-1	-4	37	-37	1	2.3	-7	-2	-6	-2
33	COc1cc(Cl)c(C)cc1NC(=O)CN(C)C1CCS(=O)(=O)C1 (stereo not drawn)	3	-5	-69	69	9	-0.4	0	-2	6	-11
34	O=C(O)/C=C/C(=O)N1CCN(c2cccc(Cl)c2)CC1	6	-4	10	-10	3	-0.7	11	-1	3	0
35	COc1cccc(OC)c1C(=O)Nc1ccc2c(c1)N(S(=O)(=O)c1cccs1)CCC2	-3	-2	-77	77*	7	-3.8	-2	0	3	-9
36	Cc1nc(-c2cc(-c3nc(-c4ccc(C(F)(F)F)cc4)no3)no2)cs1	-1	1	-7	7	3	1.3	-2	0	0	-3
37	O=C(NC1CCCCC1)C(c1ccccn1)N(C(=O)c1csnn1)c1ccccc1F (stereo not drawn)	-2	3	/	/	-13	-1.2	1	-10	-8	2
38	CCn1cc(C(=O)N2CCc3ccccc32)c(=O)c2cc(S(=O)(=O)N(C)C3CCCCC3)ccc21	-2	-4	-9	9	-5	-1.1	-3	-3	-11	4
39	CC(C)(C)C(=O)Nc1nnc(-c2ccccc2)c(-c2ccccc2)n1	-2	1	2	-2	-6	-0.4	4	-7	2	-8
40	CCn1c(=O)cc(NC2=NCC(C)CN2c2cccc(Cl)c2)n(C)c1=O (stereo not drawn)	-6	13	25	-25	-7	0.2	1	/	0	-8
41	O=C1NC(=O)C(c2ccccc2[N+](=O)[O-])=C1Nc1ccc(O)c(Cl)c1	-3	12	0	0	6	66*	1	13	10	2
42	CC(=O)c1c(C)[nH]c(C(=O)OCC(=O)NCCCc2ccccc2)c1C	2	9	-3	3	-2	-0.7	-2	13	-10	3
43	OC(COCc1cccs1)CN1CCN(c2ccccn2)CC1 (stereo not drawn)	-1	13	-7	7	1	-1.1	-2	/	9	2
44	O=C(NCc1ccc2c(c1)OCO2)C1CC(=O)N(C2CCCC2)C1 (stereo not drawn)	4	-5	3	-3	9	6.9	-2	/	-4	-6
45	CSc1ccccc1NC(=O)CN(C)S(=O)(=O)c1ccc(F)cc1	0	/	5	-5	-11	-1.6	2	1	-2	/
46	NS(=O)(=O)c1ccc(S(=O)(=O)N2CCN(C3CCCC3)CC2)cc1	1	-15	/	/	-6	-0.4	-3	1	-5	0
47	CCCOc1cccc(C(=O)NC(=S)Nc2cccc(NC(=O)c3ccccc3Cl)c2)c1	-4	-3	-81	81*	4	2.7	4	1	3	-1

Structures above with two or more sulfur atoms:
item	canonical_smiles	HTR5A ag	Rtt109 Vps75	SR-BI uptake up	SR-BI DiI inh	PvdQ inh	CDK5 p35 inh	cardiac RTF act	Wnt act	dFosB act	MITF act
14	COCCn1c(C)c(C(=O)O)sc1=S	0	16	-14	14	10	0.3	-4	/	-1	-5
16	Cc1cc(S(=O)(=O)N2CCCCC2)c(C)s1	3	5	-16	16	-14	-0.5	3	2	-5	9
19	O=[N+]([O-])c1ccc(S(=O)(=O)N/N=C/c2cccs2)cc1	7	4	19	-19	2	0.6	1	/	7	-8
21	Cc1nc(Cc2nnc(SC(C)C(=O)Nc3cccc(C#N)c3)o2)cs1 (stereo not drawn)	-9	1	25	-25	-8	-1.0	0	/	2	-7
28	CCCSc1nnc(NC(=O)CSc2sc3c(O)cc(=O)[nH]c3c2C#N)s1	-6	18	19	-19	-14	-0.3	1	0	-16	-7
29	COc1ccc(Cc2nnc(NS(=O)(=O)c3ccc([N+](=O)[O-])cc3)s2)cc1	-3	3	-1	1	-4	1.5	0	0	-2	-2
35	COc1cccc(OC)c1C(=O)Nc1ccc2c(c1)N(S(=O)(=O)c1cccs1)CCC2	-3	-2	-77	77*	7	-3.8	-2	0	3	-9
45	CSc1ccccc1NC(=O)CN(C)S(=O)(=O)c1ccc(F)cc1	0	/	5	-5	-11	-1.6	2	1	-2	/
46	NS(=O)(=O)c1ccc(S(=O)(=O)N2CCN(C3CCCC3)CC2)cc1	1	-15	/	/	-6	-0.4	-3	1	-5	0

Screens as filed in PubChem.
